TRPM1 prom inh = reduces MITF-dependent TRPM1 promoter luciferase signal | inhibition, % at 12.5 µM | 330,000 tested, 0.83% active | AID 488899 | SK-MEL-5 TRPM1 promoter luciferase, 24 h;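 active = mean inhibition across replicates of 60% or more, whatever share of single replicates reaches that level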; also: values of inactives mirror those of a sister screen read the other way
HIF-2a inh = blocks HIF-2a reporter activity; 786-0 RCC cells HIF-2a reporter, luciferase luminescence, overnight; inhibition, % at 18.8 µM; 360,000 tested, 0.72% active;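 active = inhibition of the luminescence signal of 40% or more relative to plate controls, in a single-dose primary screen at 18.75 µM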
TROY signal inh = TROY signaling inhibition. 360,000 tested, 0.98% active. Q293 LMP1-TROYcd NF-kB luciferase reporter, 4 h. inhibition, % at 10 µM;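 active = compounds whose plate-normalised and pattern-corrected inhibition of the luciferase reporter signal at the single screening dose is 50% or more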
CF NFkB inh = cystic fibrosis NF-kB activation inhibition. inhibition, % at 5 µM. 360,000 tested, 0.86% active. KKLEB NF-kB-GFP reporter, PAF-induced, GFP fluorescence overnight;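 active = at least 50% inhibition at 5 µM, scaled per plate between neutral and stimulator controls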;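 also: PAF is a Pseudomonas aeruginosa culture filtrate used as stimulus; plate controls were PAF-stimulated DMSO wells for no effect and unstimulated DMSO wells for full effect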
NR2E3 ag-1 = activates human NR2E3 receptor | Q9Y5X4 | CHO-S Gal4-NCOR/VP16-NR2E3 two-hybrid, luciferase | inhibition of corepressor binding, % at 3.98 µM | 360,000 tested, 0.35% active | AID 602229;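 active = inhibition above the mean of all tested compounds plus 3 SD, cut at about 70% in these data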;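 also: 0% = DMSO with NR2E3 transfected cells and 100% = cells lacking NR2E3 construct; higher means lower luciferase signal from less NR2E3 corepressor binding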
Target sequence (Q9Y5X4 whole entry, looked up, the tested form may be a part): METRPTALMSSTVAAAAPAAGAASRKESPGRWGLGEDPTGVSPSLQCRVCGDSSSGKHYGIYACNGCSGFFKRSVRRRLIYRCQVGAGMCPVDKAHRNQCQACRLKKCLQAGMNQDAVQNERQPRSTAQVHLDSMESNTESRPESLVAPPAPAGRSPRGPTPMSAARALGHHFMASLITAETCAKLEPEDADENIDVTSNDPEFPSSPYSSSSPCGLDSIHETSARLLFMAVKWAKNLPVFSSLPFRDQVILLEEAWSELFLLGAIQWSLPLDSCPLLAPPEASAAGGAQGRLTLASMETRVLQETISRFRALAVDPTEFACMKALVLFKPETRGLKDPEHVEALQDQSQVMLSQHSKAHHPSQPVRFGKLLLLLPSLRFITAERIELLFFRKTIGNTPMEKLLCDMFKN
KKLEB tox = reduces viability of KKLEB cystic fibrosis airway cells; KKLEB CF airway cells viability, ATPlite luminescence, overnight; stronger effect = lower value; cells stimulated with P. aeruginosa culture filtrate; activity change (cytotoxicity), % at 5 µM; 360,000 tested, 0.36% active;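 active = corrected activity change at or below -50% at 5 µM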
TRAIL sens C8 = sensitizes caspase-8 expressing cells to TRAIL; NB7+C8 cells + TRAIL, ATPlite viability luminescence; inhibition (viability loss, TRAIL sensitization), % at 10 µM; 360,000 tested, 1% active;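 active = compounds causing at least 50% loss of cell viability in the single-dose screen, relative to plate controls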
NR2E3 ag-2 = NR2E3 (human) agonism; inhibition of corepressor binding, % at 4.78 µM; AID 2300; Q9Y5X4; GST-NR2E3/biotin-RetCOR TR-FRET, 1536-well; 320,000 tested, 0.12% active;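 active = percent inhibition above the cutoff of mean plus 3 SD of all tested compounds, set per screening campaign, cut at about 20% in these data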;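 also: 0% = DMSO wells and 100% = biotin wells as full block of FRET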
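System: GST-tagged NR2E3 plus biotinylated RetCOR corepressor; Amount: 1.35 nM GST-tagged NR2E3 final; Dosing: single nominal compound dose of 4.8 µM; Schedule: 5 h incubation at 4 °C; Technique: TR-FRET with europium anti-GST and streptavidin-D2, 340 nm excitation; Controls: biotin wells as high control, 0.6% DMSO wells as low control.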
TWEAK-Fn14 inh = inhibitors of TWEAK-Fn14 interaction signaling; TWEAK-stimulated Fn14 reporter cells, luciferase luminescence, 8 h; inhibition, % at 10 µM; 360,000 tested, 2% active; AID 1159606; in the data active = inhibition above about 50%
Peg3 prom inh = reduces Peg3 promoter-driven luciferase expression in HeLa; HeLa PEG-Prom luciferase reporter, luminescence, overnight; inhibition, % at 20 µM; 360,000 tested, 1.7% active; AID 588405;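 active = inhibition of at least 50% at 20 µM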
Shn3 3UTR inh = Schnurri-3 reporter inhibition in Clone20 osteoblasts; Clone20 osteoblast Shn3 3'UTR firefly luciferase, 24 h; 360,000 tested, 0.52% active; inhibition, % at 12.5 µM;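 active = mean inhibition of at least 75% with every replicate also reaching 75%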;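 also: 0% = median of neutral control wells and 100% = pilot-screen positive control compound; some compounds past the cut are filed as inactive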
Numbers without * were called inactive; nt = not tested or not shown. A portion of the library, so the mix of outcomes need not match the whole.

The line under a structure holds: TRPM1 prom inh, HIF-2a inh, TROY signal inh, CF NFkB inh, NR2E3 ag-1, KKLEB tox, TRAIL sens C8, NR2E3 ag-2, TWEAK-Fn14 inh, Peg3 prom inh, Shn3 3UTR inh
1	Cc1cccc(N2CCN(C(=O)c3ccccc3NC(=O)C3CC=CCC3C(=O)O)CC2)c1 (stereo not drawn)
 : 4, 13, 6, 11, -1, 2, 2, 2, -3, 8, -9
2	Cc1nn2c(CN(C(=O)CN3CCOCC3)c3ccccc3)nnc2c2ccccc12
 : 2, 15, 12, -23, 12, 16, -11, 1, 18, 13, -17
3	CC1CN(C(=O)COC(=O)Cc2ccc(Cl)cc2)CC(C)O1 (stereo not drawn)
 : -4, 1, 5, 2, 7, 7, 2, 6, 0, -6, -7
4	COc1ccc(NC(=O)C2CC(c3ccccc3O)=NO2)cc1OC (stereo not drawn)
 : -2, 12, -1, 10, -47, -1, 8, -1, -2, 10, 29
5	Cc1ccc(S(=O)(=O)c2c(C)cc(C)nc2N2CCCCC2)cc1
 : 14, 18, -20, -1, 3, 3, 1, nt, 6, 19, -1
6	CSc1nc(-c2ccccc2)c(C#N)c(=O)[nH]1
 : 6, 7, 0, 3, -29, -4, -6, 22*, 7, 3, -1
7	Cc1ccc(/C=N/N2CCOCC2)s1
 : -68, -55, -18, 0, -32, -6, -6, -1, -4, -79, -13
8	Cc1ccc(N2C(=O)CC(Nc3ccccc3)C2=O)cc1 (stereo not drawn)
 : 16, 4, -40, 13, -26, 2, 1, 0, -15, -2, -18
9	CCOc1cc(C(=O)OCC(=O)Nc2ncc(Cl)c(C)c2Cl)ccc1OCC(=O)N1CCOCC1
 : 5, 16, 3, 4, -5, -14, -3, -2, -1, -4, 6
10	CCCCNC(=O)c1onc(CSc2ccccc2)c1C(=O)O
 : -4, 10, -1, -9, -14, 6, -33, 3, 19, 3, -2
11	CC1Cc2nc(SCC(=O)NC3CCCCC3)n(C)c(=O)c2S1 (stereo not drawn)
 : 12, 15, 13, 4, -5, 0, 2, 2, -18, 7, 19
12	COc1cccc2cc(C(=O)NCCC3=CCCCC3)c(=O)oc12
 : -2, -7, -39, -10, 0, 3, 3, -4, -13, 2, 10
13	COc1ccc2c(c1)OC[C@H]1[C@H]2N2C(=O)c3cc(Br)ccc3NC(=O)[C@@]2(C)[C@H]1c1ccccc1
 : 32, 31, -5, 9, -30, 10, 15, 4, 8, 34, 1
14	O=C(Nc1cccc(Cl)c1)Nc1nccs1
 : -52, -200, -50, 4, -52, -4, 9, -2, 17, -242, -13
15	CSc1ccc(CCCCCCOC(=O)C(C)(C)C)cc1
 : -16, -41, -20, 9, -16, 8, -4, 3, -11, -40, 12
16	O=C(Cc1cccs1)N[C@@H]1c2ccccc2CC[C@@H]1OCc1ccccc1
 : -7, 2, -5, 15, -9, 4, -4, nt, -2, 5, 22
17	Cc1cc(C)c2c(c1)cc(C)c1nnc(SCC(=O)Nc3ccc(S(=O)(=O)N4CCCCC4)cc3)n12
 : 9, 3, 6, 5, -22, -2, 1, -2, 4, 15, -14
18	O=C(COc1coc(CN2CCN(c3ccccc3)CC2)cc1=O)NC1CCCCC1
 : 2, -3, -4, 14, 10, -13, 4, 0, -2, 8, -1
19	COc1ccc(CC(C)Nc2cccc(SC)c2)cc1 (stereo not drawn)
 : -6, 0, 7, 5, -2, 3, 3, nt, 7, 3, 1
20	CCOc1cc(/C=N/NC(=O)CSc2nncn2C)ccc1OC(=O)c1ccc(Cl)cc1
 : 2, 14, 29, 8, -25, 0, 12, 3, 1, -3, 23
21	CC(C)c1nccn1S(=O)(=O)c1cccc([N+](=O)[O-])c1
 : 8, 10, 1, -27, -16, 13, -3, 0, 1, 9, -9
22	COC(=O)c1sccc1NC(=O)CC1C(=O)NCCN1C(=O)c1c(F)cccc1Cl (stereo not drawn)
 : 0, 17, -15, -15, 15, 3, 22, 0, 2, 8, 20
23	O=C(NCc1ccc(F)cc1)C1CCN(S(=O)(=O)c2ccc3c(c2)OCCCO3)CC1
 : 13, 16, 18, -6, 6, 15, 7, -4, 6, -1, 7
24	CCC(C)c1ccccc1N1CC(C(=O)Nc2ccc(S(=O)(=O)N3CCOCC3)cc2)CC1=O (stereo not drawn)
 : -3, 7, 6, 14, 12, 8, -8, 0, 1, 0, 14
25	CNCCc1ccccn1
 : 7, 3, -4, 7, 15, 2, 15, 3, -13, 12, 13
26	C=CCN1CC(c2nc3ccccc3n2Cc2ccccc2)CC1=O (stereo not drawn)
 : 8, 15, 3, 16, -28, -4, -12, -2, -2, 15, 2
27	Brc1cccc(CN2CCCCCC2)c1
 : 7, -2, 9, 8, -21, 6, 3, nt, -1, 10, 10
28	CCc1ccccc1NC(=O)c1ccc2nc(N3CCOCC3)sc2c1
 : nt, -29, -3, 1, -15, -18, 3, 3, -53, -16, 5
29	COc1ccc(CC(=O)OCC(=O)Nc2ccc3[nH]c(=O)[nH]c3c2)cc1
 : -6, 5, 11, -28, 2, 8, -3, -3, -1, 7, -5
30	CN(C)CCCN1C(=O)C(=O)/C(=C(/O)c2ccncc2)C1c1cccc(Br)c1 (stereo not drawn)
 : 13, 11, 27, -4, -2, -8, -10, 2, -7, -6, -6

Part of the list above, with one line to a screen.
13) COc1ccc2c(c1)OC[C@H]1[C@H]2N2C(=O)c3cc(Br)ccc3NC(=O)[C@@]2(C)[C@H]1c1ccccc1
9) CCOc1cc(C(=O)OCC(=O)Nc2ncc(Cl)c(C)c2Cl)ccc1OCC(=O)N1CCOCC1
screen / no.	13	9
TRPM1 prom inh	32	5
HIF-2a inh	31	16
TROY signal inh	-5	3
CF NFkB inh	9	4
NR2E3 ag-1	-30	-5
KKLEB tox	10	-14
TRAIL sens C8	15	-3
NR2E3 ag-2	4	-2
TWEAK-Fn14 inh	8	-1
Peg3 prom inh	34	-4
Shn3 3UTR inh	1	6

Continued:
The line under a structure holds: TRPM1 prom inh, HIF-2a inh, TROY signal inh, CF NFkB inh, NR2E3 ag-1, KKLEB tox, TRAIL sens C8, NR2E3 ag-2, TWEAK-Fn14 inh, Peg3 prom inh, Shn3 3UTR inh
31	CCOC(=O)C1(CC)NC(c2ccco2)C2C(=O)N(CC)C(=O)C21 (stereo not drawn)
 : 16, 1, 1, -10, 15, 3, -5, 8, 5, 10, 4
32	CCOC(=O)c1nnn(-c2nonc2N)c1CN(CC)c1ccccc1
 : 2, 13, -6, 8, -5, 1, 2, 1, 41, 4, 8
33	CC1CN(S(=O)(=O)c2cccc(C(=O)NCc3ccccn3)c2)CC(C)O1 (stereo not drawn)
 : 7, 11, -6, 3, 8, -6, 4, nt, 2, 13, -5
34	S=C(NCc1cccnc1)c1ccccc1
 : 2, 12, -16, 6, -12, -18, -21, 2, 10, 12, -4
35	O=C(Cn1cccc1C(=O)c1ccccc1)NCc1cccs1
 : -10, -25, -12, -15, -29, -2, -16, 1, 12, -28, -21
36	CCOc1ccccc1NC(=O)CSc1nnc(Cc2cccn2C)n1-c1ccc(F)cc1
 : -1, 5, -4, -5, 12, 6, 15, 6, 9, 5, 10
37	c1ccc2nc3c(ccc4ccccc43)cc2c1
 : -32, -261, -125, -49, -69, -20, 6, nt, -17, -365, -43
38	C/C(=N\NC(=O)Cc1c(Cl)cccc1Cl)c1cccnc1
 : -6, 9, -8, -2, -30, -5, 19, nt, 2, 4, 4
39	OCC(Cc1ccc2c(c1)OCO2)C(CO)Cc1ccc2c(c1)OCO2 (stereo not drawn)
 : -10, -1, 9, 8, -11, -6, -9, 1, 22, -5, 11
40	COc1ccc(NC(=O)c2oc3ccccc3c2C)c(OC)c1
 : -21, -196, -73, -5, -71, 3, -1, 4, -16, -142, -62
41	N#Cc1cnc(Oc2ccc(Cl)cc2)nc1N
 : -23, -32, -12, -11, -1, 10, 12, -3, -13, -52, -9
42	Cc1nc2ccc(S(=O)(=O)N(C)CC(=O)Nc3ccccc3F)cc2s1
 : 3, 15, 7, -9, 0, 0, 9, 1, 4, 18, 10
43	CC1C(=O)N(Cc2cn(CCC3OCCO3)nn2)CCS(=O)(=O)N1Cc1ccc(-c2ccc(Cl)c(Cl)c2)cc1 (stereo not drawn)
 : nt, -15, 37, 29, 43, -14, 12, nt, 56*, 26, 73
44	O=S(=O)(NCc1ccc(F)cc1)c1ccc(Br)cc1Br
 : -4, -16, -3, 20, -27, -16, 3, 2, 0, -6, -5
45	Cc1ccc(S(=O)(=O)NCC(=O)NNC(=O)c2ccc(Br)cc2)cc1C
 : 0, 6, 11, -2, -2, 16, 7, nt, -12, 5, -9
46	CCOc1ccc(CCNC(=O)C2CC(=O)N(CCc3ccc(OC)c(OC)c3)C2)cc1OCC (stereo not drawn)
 : -2, -4, -11, 1, 27, -3, 6, -1, -22, 6, 0
47	COc1ccc(N2CCOCC2)c(NC(=O)c2ccc(Br)o2)c1
 : -1, -2, 15, 10, -6, -3, 4, 2, 0, 19, 36
48	CCc1cc(C(=O)O)c(NC(=O)/C=C/c2ccc(OC)c(OC)c2)s1
 : 6, 13, 10, -11, -36, 10, -2, 0, -4, 8, -2
49	CCCCn1c(N)c(N(CC(C)C)C(=O)CSc2ccc([N+](=O)[O-])cc2)c(=O)[nH]c1=O
 : 7, 7, 10, -1, -7, 14, -7, -1, -19, 12, -3
50	COc1ccc(S(=O)(=O)N(C)C[C@@H]2Oc3cc(C#CC4CCCCC4)ccc3S(=O)(=O)N([C@@H](C)CO)C[C@@H]2C)cc1
 : nt, -17, -2, 22, 7, -3, -1, nt, 9, 3, 29
51	Cc1ccc(Sc2nc(C)c([N+](=O)[O-])c(C)c2C#N)cc1
 : nt, 0, 22, 23, -13, -11, 4, -4, 33, -7, -5
52	CCOc1ccc(NC(=O)CN(C)C(=O)c2ccncc2)cc1OCC
 : -6, 5, 5, 11, 3, 10, -32, nt, 68*, 7, -5

Printed as active in TWEAK-Fn14 inh, among the entries above:
no. | molecule | TRPM1 prom inh | HIF-2a inh | CF NFkB inh | NR2E3 ag-1 | NR2E3 ag-2 | TWEAK-Fn14 inh | Peg3 prom inh | Shn3 3UTR inh
43 | CC1C(=O)N(Cc2cn(CCC3OCCO3)nn2)CCS(=O)(=O)N1Cc1ccc(-c2ccc(Cl)c(Cl)c2)cc1 (stereo not drawn) | nt | -15 | 29 | 43 | nt | 56* | 26 | 73
52 | CCOc1ccc(NC(=O)CN(C)C(=O)c2ccncc2)cc1OCC | -6 | 5 | 11 | 3 | nt | 68* | 7 | -5

Compound activity (PubChem)
